SARS 3CLpro inh: SARS-CoV 3CLpro protease inhibition. AID 1706. inhibition, % at 6 µM. recombinant SARS-CoV 3CLpro, quenched FRET peptide cleavage. hit rate 0.14% among 290,000; in the data active = inhibition above about 12%
TcdB inh: TcdB glycohydrolase inhibition. inhibition, % at 9.99 µM. P18177. TcdB glycohydrolase enzymatic assay, plate reader. hit rate 0.24% among 350,000; in the data active = inhibition above about 10%
Anthrax LF inh2: inhibitors of Bacillus anthracis lethal factor protease. P15917. multiplex microsphere protease cleavage assay, LF. inhibition, % at 10 µM. hit rate 0.12% among 360,000. AID 588501; in the data active = inhibition above about 30%; also: plate controls were buffer without enzyme for full effect and enzyme alone for no effect
Rv3671c inh: Rv3671c (M. tuberculosis) protease inhibition; P9WHR9; inhibition, % at 5.96 µM; hit rate 0.048% among 320,000; in the data active = inhibition above about 38%;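 also: extracellular domain of Rv3671c used as enzyme; 0% = enzyme with DMSO and 100% = no enzyme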
Target sequence (P9WHR9 whole entry, looked up, the tested form may be a part): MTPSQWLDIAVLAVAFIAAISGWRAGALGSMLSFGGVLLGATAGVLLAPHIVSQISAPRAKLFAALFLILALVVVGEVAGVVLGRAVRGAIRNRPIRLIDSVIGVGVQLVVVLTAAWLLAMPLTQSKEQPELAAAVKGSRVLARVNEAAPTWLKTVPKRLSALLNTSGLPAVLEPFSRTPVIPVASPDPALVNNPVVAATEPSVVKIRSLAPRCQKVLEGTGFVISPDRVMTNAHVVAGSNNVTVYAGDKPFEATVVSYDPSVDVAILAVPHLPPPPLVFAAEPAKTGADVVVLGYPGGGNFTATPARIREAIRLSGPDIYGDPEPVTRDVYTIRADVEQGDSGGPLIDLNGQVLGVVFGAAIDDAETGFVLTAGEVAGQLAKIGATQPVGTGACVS
VHR inh abs: DUSP3 (human) phosphatase inhibition; AID 1654; recombinant VHR phosphatase, pNPP absorbance; hit rate 0.52% among 290,000; inhibition, % at 13.3 µM; in the data active = inhibition above about 50%; also: some compounds called inactive have numbers as strong as hits
Target sequence (P51452 whole entry, looked up): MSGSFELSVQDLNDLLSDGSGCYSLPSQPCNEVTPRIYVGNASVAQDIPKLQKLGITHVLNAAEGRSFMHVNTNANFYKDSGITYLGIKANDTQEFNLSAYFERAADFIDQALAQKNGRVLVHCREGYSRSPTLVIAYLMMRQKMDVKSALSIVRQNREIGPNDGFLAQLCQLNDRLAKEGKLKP
SSB-PriA inh: blocks PriA binding to SSB C-terminal tail | inhibition, % at 33 µM | hit rate 0.6% among 430,000 | AlphaScreen SSBct-PriA binding, biotinylated peptide; in the data active = inhibition mostly above about 37%, no sharp cut-off; inactive = mostly below about 20%;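 also: plate controls were negative control peptide for no effect and reference peptide for full effect; strong numbers were not always called active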
Vc quorum ag: induces V. cholerae light production without autoinducers; AID 588436; V. cholerae BH1578 lux reporter, luminescence, 6 h; hit rate 0.16% among 350,000; activation, % at 18.7 µM; in the data active = activation mostly above about 9.7%, no sharp cut-off; also: not every result past the cut was called active; inactives centre near 0; reference of the scale not given here
MazF activator: MazEF (E. coli) toxin RNase activation | P0AE70 | FAM/BHQ RNA-DNA oligo cleavage fluorescence, 5 h | activation, % at 20 µM | hit rate 0.32% among 350,000 | AID 504720; in the data active = activation above about 50%
Target sequence (P0AE70 whole entry, looked up): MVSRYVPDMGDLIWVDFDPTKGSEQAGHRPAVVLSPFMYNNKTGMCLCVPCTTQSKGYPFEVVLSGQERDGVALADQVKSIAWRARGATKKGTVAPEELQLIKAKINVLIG
Y pestis TopoI: Y. pestis Topo-I inhibition via cleavage products | activity, % at 10 µM | Y. pestis Topo-I cleavage product accumulation, plate reader | AID 504884 | hit rate 0.064% among 360,000; in the data active = activity above about 50%, passing the limit was not always enough; also: inactives centre near 2
PfHsp40 yeast: restores yeast growth despite PfHsp40 toxicity; S. cerevisiae expressing PfHsp40, growth rescue, ATP luminescence; growth rescue, % at 12.5 µM; hit rate 0.68% among 340,000; in the data active = growth rescue above about 28%, passing the limit was not always enough;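 also: yeast W303a lacking pdr1 and pdr3 grown in galactose medium; growth measured after three days at 30 °C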
Active calls of the source: *; i = inactive; . = not tested or not shown; + = active, no number; & = joins results of further samples. Not all compounds are listed. The share of hits here may be higher or lower than overall.

SMILES,SARS 3CLpro inh,TcdB inh,Anthrax LF inh2,Rv3671c inh,VHR inh abs,SSB-PriA inh,Vc quorum ag,MazF activator,Y pestis TopoI,PfHsp40 yeast
CCC(C(=O)NCc1ccccc1OC)c1ccccc1 (stereo not given),-4,0.0,5,-9,0,-14,-0.9,1,4,0.4
O=C(Cn1ccc(NC(=O)OCc2ccccc2)nc1=O)NCCCc1ccccc1,.,-0.5,0,-10,.,-4,2.2,-30,7,2.6
CC(=O)NC1=NN(C(C)=O)C(c2ccccn2)S1 (stereo not given),2,1.4,-7,3,9,-8,-1.5,-2,3,0.1
COc1ccc(Nc2nnc(-c3ccc(C)cc3)c3ccccc23)cc1C(=O)N1CCCCC1,2,1.0,1,3,-7,2,8.3,6,25,-1.1
O=C(NCc1ccc(F)cc1)c1cc(C2CCCN(C(=O)C3CCCCC3)C2)on1 (stereo not given),.,0.9,5,.,.,.,1.2,.,15,.
CC(C)CN(CCCNC(=O)CN1C(=O)COc2ccc(S(=O)(=O)N3CCC(C)CC3)cc21)CC(C)C,3,-0.5,2,4,9,-8,-0.3,4,-5,-1.8
Fc1cccc(Cl)c1CNCCCSc1ncccn1,5,-3.3,0,9,5,-17,0.1,-3,-18,-0.2
O=C(C[n+]1cc(Br)cc(Br)c1)c1ccc(Cl)cc1,-4,1.8,5,-2,-6,2,-0.5,4,-7,2.3
Cc1ccc(OCCN2C(=O)OC(C)(C)C2(C)O)cc1 (stereo not given),3,.,-2,0,1,-6,-0.2,-4,-7,-0.5
CCCNC(=O)c1noc2c1CCc1ccccc1-2,-6,-1.9,-3,-12,12,-22,-0.3,3,-4,-1.3
CN(C)C(=O)COC(=O)c1ccccc1Nc1ccc(SC(F)F)cc1,1,0.0,-1,-6,-5,-30,-0.4,-3,4,3.5
COc1ccc(/C=N/NC(=O)CNC(=O)c2ccc(S(=O)(=O)N3CCCC3)cc2)c(OC)c1,-1,-0.1,1,-2,-3,.,-0.2,8,16,-0.8
COc1nnc(-c2ccc(N3CCOCC3)c(NC(=O)C3CCCCC3)c2)c2ccccc12,2,.,-3,5,-3,-3,-0.5,-1,11,-1.9
Cc1cc(C)n(C(=O)c2ccc(S(=O)(=O)N3CCCC3)cc2)n1,-1,.,0,-3,11,-4,-6.7,0,-4,-1.0
COc1cccc(CNc2ncc(C(=O)Nc3cc(OC)c(OC)c(OC)c3)c(C)n2)c1,0,0.2,-11,-2,3,-7,i,0,-8,0.1
CCCn1c(SCCc2ccccc2)nc2c1c(=O)[nH]c(=O)n2C,5,.,3,1,10,-11,i,10,-7,-1.0
COc1ccc(C(=O)NNC(=O)C2(C)CC2(Br)Br)cc1 (stereo not given),3,2.2,-4,-14,1,-13,-3.1,-2,0,0.1
Cc1ccc(C(=O)N2CCN(c3ccc(NC(=O)CSc4ccc(Cl)cc4)cc3)CC2)cc1,1,.,-2,0,-3,-2,-1.7,13,11,0.8
O=C(CNCCC1=CCCCC1)Nc1ccccc1N1CCCCC1,-7,.,-8,9,-6,-48,i,-7,47,-0.9
CC1(C)C(=O)Nc2ccccc2N1C(=O)COC(=O)c1cccnc1,.,3.6,-7,-15,.,-1,-0.3,5,0,0.0
COc1ccc(/C=N/NC(=S)NCCc2ccccc2)cc1,-2,-0.2,2,-26,10,.,-1.9,7,2,16
CC1CCCC(C)N1C(=O)COC(=O)CCc1nc2ccccc2c(=O)[nH]1 (stereo not given),-1,.,-2,12,0,-18,-0.2,2,3,-0.3
COC(=O)c1ccc(N(CC(=O)NC2CCCCC2)C(=O)CNC(=O)c2ccco2)cc1,1,-1.5,-3,-8,6,-11,-4.8,4,2,-1.5
CC(C)Oc1cc(S(=O)(=O)N2CCCCC2)ccc1N,5,0.6,-2,0,0,3,-0.3,-2,7,0.5
O=C(NCCCn1ccnc1)C(=O)NCC(c1cccnc1)N1CCN(c2ccc(F)cc2)CC1 (stereo not given),1,.,-8,-8,23,-5,2.2,3,1,0.7
CC1CCCCN1S(=O)(=O)c1ccc(C(=O)N(CCCN(C)C)c2nc3cc4c(cc3s2)OCO4)cc1 (stereo not given),0,0.7,-1,-4,22,12&8,-0.1,21,-14,-2.0
COc1ccc(NC(=O)c2cccc(S(=O)(=O)Nc3ccc(Br)cc3)c2)cn1,3,0.3,0,-41,30,-5,-0.1,-5,0,12
COC(=O)C1=CN(C2CC2)C=C(C(=O)OC)C1c1ccc(C(=O)OC)cc1,3,.,-4,-2,10,-11,-0.2,9,-1,-0.7
CCOC(=O)CNC(=O)COc1ccc(Cl)cc1Br,-3,.,-2,4,-8,-14,i,1,8,0.2
CN(C)C(=O)CNC(=O)CN1C(=O)NC2(CCCc3sccc32)C1=O (stereo not given),0,-0.4,3,12,-14,3,i,29,1,0.4
O=C1CC(SCCO)C(=O)N1c1ccc(Oc2ccccc2)cc1 (stereo not given),0,-0.3,4,-4,6,-30,1.8,0,0,1.4
Cc1cc2ccccn2c1C(=O)Nc1cccc(Cl)c1,1,-0.5,0,1,30,-10,-1.6,-5,2,0.2
CC(=O)C1=C(C)NC(SCc2cccc([N+](=O)[O-])c2)=C(C#N)C1c1ccco1 (stereo not given),-1,.,1,-2,14,5,i,-1,-5,-0.3
COc1ccc(/C=C/C(=O)Nc2ccc(C)c(S(=O)(=O)N3CCOCC3)c2)cc1,.,.,6,-47,.,-5,-0.1,-7,5,1.1
CC(C)(C)NC(=O)C[n+]1ccc(C(N)=O)cc1,-2,0.0,-1,-4,14,-15,i,2,-1,-0.1
O=[N+]([O-])c1ccc(NC(=S)NCC(c2cccnc2)N2CCOCC2)cc1 (stereo not given),7,0.2,-1,-1,8,0,i,2,-1,-0.8
CCOC(=O)C(=NC1CCS(=O)(=O)C1)NNc1cc(Cl)ccc1Cl (stereo not given),5,-1.6,-4,-2,-13,3,-0.6,-3,14,-2.1
O=c1ccn(-c2ccccc2)[nH]1,0,3.6,-4,-10,-15,0,-0.9,6,3,1.7
CCOc1ccc2oc(=O)cc(CN3CCN(C(=O)c4ccco4)CC3)c2c1,5,-0.2,2,11,18,4,-0.1,8,0,0.6
Cc1ccc(S(=O)(=O)N2CN3CCN(C3)C2)cc1,4,.,5,5,26,-12,.,-7,5,-1.2
CN(Cc1nccn1C)C(=O)CCc1nnc(CCC2CCCCC2)o1,-3,0.2,-2,1,35,2,-0.2,-1,0,-1.6
CC(C)OC(=O)N(C)C[C@@H]1OCc2cnnn2CCCC(=O)N([C@@H](C)CO)C[C@H]1C,.,-1.3&-0.6&-1.1,4,.,.,.,-0.2,9,4,.
CN1CCCC1(C)C(=O)NCc1ccc(F)cc1Cl (stereo not given),.,0.2,-10,.,.,.,0.2,.,0,.
C/C(=N\NC(=O)Cc1ccccc1Cl)c1cccnc1,-8,1.6,2,5,14,.,i,3,-7,0.0
NC(=O)CCCC1=NS(=O)(=O)c2ccccc2N1,1,.,-7,-3,18,-5,-3.1,-3,-6,-0.8
COc1ccc(-c2nc3ccccc3c(=O)n2NC(=O)c2cccnc2Cl)cc1OC,-5,0.1,-1,9,-4,0,-0.2,-2,1,-1.0
COc1ncccc1-c1nnn(-c2ccc(Cl)c(Cl)c2)n1,2,0.2,-1,-1,10,-27,-1.2,-8,9,0.7
COc1ccc(-n2c(C)cc(/C=C3\C(=N)N4N=C(CC(=O)N5CCOCC5)SC4=NC3=O)c2C)cc1,1,0.4,-1,-14,15,2,i,-3,3,-0.4
O=C(O)C1(c2ccccc2)CCN(S(=O)(=O)c2ccc(F)c(F)c2)CC1,5,1.3,0,-4,-3,-8,-3.3,4,-9,0.1
COc1cccc(C2=NOC(C(=O)NC3CCCCC3)C2)c1 (stereo not given),3,.,-5,-3,0,0,-0.1,-3,-2,0.5

The results go on.
SMILES,SARS 3CLpro inh,TcdB inh,Anthrax LF inh2,Rv3671c inh,VHR inh abs,SSB-PriA inh,Vc quorum ag,MazF activator,Y pestis TopoI,PfHsp40 yeast
CCNS(=O)(=O)c1ccc(NC(=O)Nc2ccc3c(c2)OCO3)cc1,3,0.0,3,1,6,3,-1.0,2,-10,-0.5
COc1ccc(N2CCN(C(CNC(=O)c3ccc4c(c3)OCO4)c3cccnc3)CC2)cc1 (stereo not given),5,.,-3,9,40,3,+,-5,-5,-0.1
Cc1cccc(N2C(=O)C3CC3C2=O)c1 (stereo not given),1,0.0,0,1,9,-16,-0.3,5,-6,-2.0
Cn1c(=O)c2c(ncn2CC(=O)OCC(=O)Nc2cccc(Cl)c2)n(C)c1=O,6,1.8,-12,1,47,-11,0.4,2,8,-0.6
N/C(CS(=O)(=O)c1ccccn1)=N\OC(=O)c1ccc(Cl)cc1,0,-0.2,1,1,12,.,-0.4,-20,0,0.0
Cc1occc1-c1nnc(SCC(=O)N(C)CCC#N)n1N,-3,.,11,4,6,-14,1.6,17,-1,-0.9
CC1CCCCC1NC(=O)NC(=O)COC(=O)c1cncc(Br)c1 (stereo not given),.,-0.1,-3,-5,.,6,i,3,8,1.5
Cc1cccc(NC(=O)CN2CCc3cc4c(cc3C2)OCCCO4)c1,-1,1.9,-4,-1,1,6,-0.3,12,6,0.1
Cc1cc(C)c2c(=O)n3c(nc2c1)C(Cc1ccccc1)NC(=O)c1cc2ccccc2cc1-3 (stereo not given),.,3.1,0,.,.,.,-0.4,-15,49,.
CC1=CC(C)C(C(=O)O)C(C(=O)N2CCN(C)CC2)C1 (stereo not given),4,0.6,-3,9,-6,-4,i,5,4,-1.8

Whole records, quoted from the list. Order of values: SARS 3CLpro inh, TcdB inh, Anthrax LF inh2, Rv3671c inh, VHR inh abs, SSB-PriA inh, Vc quorum ag, MazF activator, Y pestis TopoI, PfHsp40 yeast
`CC(C)OC(=O)N(C)C[C@@H]1OCc2cnnn2CCCC(=O)N([C@@H](C)CO)C[C@H]1C` reads ., -1.3&-0.6&-1.1, 4, ., ., ., -0.2, 9, 4, .
`COc1cccc(CNc2ncc(C(=O)Nc3cc(OC)c(OC)c(OC)c3)c(C)n2)c1` reads 0, 0.2, -11, -2, 3, -7, i, 0, -8, 0.1
`Cc1cccc(N2C(=O)C3CC3C2=O)c1` (stereo not given) reads 1, 0.0, 0, 1, 9, -16, -0.3, 5, -6, -2.0

Source: PubChem
